Screening results as filed in PubChem.
CXXC DNA block = MLL CXXC-DNA interaction inhibition; AID 2662; MLL-CXXC / FITC-HOXA9 DNA fluorescence polarization; Potency, µM (highest dose often 115 µM), for the others: top-dose activity change, negative = inhibition, usual class: inhibitors; 290,000 compounds, 0.037% hits; Q03164; active = well fitted inhibition curve with a large enough effect in the polarisation, with a control signal flat, not every such curve was filed as active; inconclusive = small, poorly fitted or top-dose-only effect, or effect the other way, or a change in a side signal; inactive = no such curve, though single readings can be large or run the other way; the % refers to the polarisation; also: potency is read from the fitted curve at half-maximal effect
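Purified MLL-CXXC (added from a 7 uM solution) was preincubated 5 min at ambient with pinned compounds in 50 mM Tris-HCl pH 7.5, 50 mM NaCl, 1 mM DTT, 0.05% BSA. Fluorescein-labeled HOX-A9 DNA (50 nM solution) followed, 30 min, then polarization read.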
AT treatment = potential ataxia-telangiectasia treatments restoring KAP-1 phosphorylation. […] A-T fibroblasts, KAP-1 phosphorylation AlphaLISA; neocarzinostatin DNA damage 30 min before lysis. Potency, µM (doses to about 57.5 µM), inactives show at the highest dose activation, actives largely listed as activators. 320,000 compounds, 0.19% hits. AID 485349; also: potency is read from the fitted curve at half-maximal effect; % of control where 0% means no effect; nearly all actives have a fitted effect of over 45% in size
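ATM-like activity read as KAP-1 phosphorylation via AlphaLISA donor/acceptor antibody pairs after lysis and 6 hr at 25C. Cells were ATM-null patient fibroblasts ([…], hTERT), dosed 60 min, then exposed to the DSB inducer NCS for 30 min.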
Tb PFK block = inhibitors of T. brucei phosphofructokinase. 330,000 compounds, 0.17% hits. O15648. AID 485367. Potency, µM (series often up to 57.5 µM), for inactives: at the top dose activity, negative = inhibition, hits mostly inhibitors. T. brucei PFK, ADP-Glo luminescence;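 also: potency is read from the fitted curve at half-maximal effect; 0% = uninhibited 1x PFK enzyme wells and -100% = no-enzyme wells; nearly all actives have a fitted effect of over 60% in size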
Target sequence (O15648 whole entry, looked up): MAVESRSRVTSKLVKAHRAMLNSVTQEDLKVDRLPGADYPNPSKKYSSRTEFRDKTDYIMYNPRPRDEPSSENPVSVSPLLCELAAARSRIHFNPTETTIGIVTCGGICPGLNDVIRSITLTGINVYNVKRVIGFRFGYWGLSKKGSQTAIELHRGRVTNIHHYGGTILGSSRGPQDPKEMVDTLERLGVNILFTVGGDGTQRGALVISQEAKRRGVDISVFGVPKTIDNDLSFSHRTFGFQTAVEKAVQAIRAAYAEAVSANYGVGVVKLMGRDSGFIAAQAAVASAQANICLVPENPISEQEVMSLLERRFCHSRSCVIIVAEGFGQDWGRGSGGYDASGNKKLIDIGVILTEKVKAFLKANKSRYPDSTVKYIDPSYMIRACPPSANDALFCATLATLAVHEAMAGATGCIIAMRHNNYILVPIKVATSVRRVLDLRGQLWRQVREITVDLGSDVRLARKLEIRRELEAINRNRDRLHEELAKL
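Activity is normalized to no-enzyme wells (full inhibition) and 1.25 nM enzyme wells (no inhibition). Reaction: 0.5 mM F6P, 0.1 mM ATP, 45 min RT, ADP-Glo luminescence; concentration-response curves fitted and classed by quality.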
BCR signal inh = blocks chronic active B-cell receptor signaling; Potency, µM (doses to about 46.1 µM), without a hit: top-dose ratio change, negative = lower green/red ratio, actives largely listed as inhibitors; ABC-DLBCL IkBa-CBG/CBR reporter, luminescence ratio, 4 h; 340,000 compounds, 0.05% hits; active = well fitted inhibition curve with a large enough effect in the signal ratio, with a control signal flat, not every such curve was filed as active; inconclusive = small, poorly fitted or top-dose-only effect, or effect the other way, or a change in a side signal; the % refers to the signal ratio;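 also: potency is read from the fitted curve at half-maximal effect; plate controls were basal doxycycline-induced cells for no effect and cells given 10 µM MG132 for full effect; MG132 reads +100%, hits lower the ratio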
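Concentration-response series (up to 46 uM) were applied to TMD8 dual-reporter cells for 4 h at 37C with doxycycline. Green/red ratio, after filter-overlap correction, defined %Activity; red signal alone was normalised to basal cells and zero luminescence.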
Giardia kill = Giardia lamblia killing. Giardia lamblia trophozoite viability. AID 540267. 340,000 compounds, 0.15% hits. activity change, % at 7.66 µM, hits read low; in the data active = activity change below about -80%; inconclusive = between about -30% and that limit;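 also: parasites exposed to compound for two days anaerobically before the ATP read; % is scaled to controls: 0 for no effect and ±100 for the full control effect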
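Giardia lamblia trophozoites (100 cells/well) were incubated with compounds for 48 h at 37 deg C under anaerobic conditions. Viability was read as ATP content by one-step luminescence after 15-30 min at room temperature.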
TCR act = T cell receptor activation. AID 504894. 330,000 tested, under 10 active. primary human leukocytes, anti-CD3, IL-2 HTRF, 48 h. Potency, µM (series often up to 9.22 µM), without a hit: at the top dose activation of IL-2 secretion, actives largely listed as activators; also: % of control where 0% means no effect
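Primary human leukocytes receive a-CD3 beads and test compound and are incubated 48 hr. Secreted IL-2 is then assayed by HTRF, measuring 665nm acceptor emission after 320nm excitation of the europium donor.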
FBPA coupling cs = inhibits coupling enzyme system, counter-screen for aldolase hits | coupling enzyme system counterscreen, AmpLite Red fluorescence | activity change, negative = inhibition, % at 58.2 µM, hits read low | 290,000 compounds, 0.67% hits; in the data active = activity change below about -30%; also: % is scaled to controls: 0 for no effect and ±100 for the full control effect
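Compounds tested against the coupling enzymes alone at 57.5 uM final; readout was AmpLite Red fluorescence (525/598 nm) after 20 min at RT.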
TSHR antagonist = human thyrotropin receptor antagonism. P16473. TSHR-expressing cells, TSH-stimulated cAMP HTRF, 2 h; active compounds read low. activity change, negative = inhibition, % at 11.5 µM. 330,000 compounds, 0.2% hits. AID 504810;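 active = activity change below a set negative limit, meaning inhibition stronger than a set level, cut at about -70% in these data; inconclusive = activity change between two set negative limits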; also: % is scaled to controls: 0 for no effect and ±100 for the full control effect
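Cell-based HTRF cAMP assay; TSHR cells + compound, TSH EC80 (4nM final), 2 h, 37 deg C. Lysis with anti-cAMP cryptate and cAMP-d2, 30 min RT, read 665/620 nm.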
GALK inhibitor = blocks human galactokinase activity. P51570. Purified GALK, Kinase-Glo residual ATP luminescence. Potency, µM (highest dose often 57.5 µM), for the others: at the highest dose activity change, negative = inhibition, hits mostly inhibitors. 270,000 compounds, 0.007% hits; also: potency is read from the fitted curve at half-maximal effect; % is scaled to controls: 0 for no effect and ±100 for the full control effect
Target sequence (P51570 whole entry, looked up): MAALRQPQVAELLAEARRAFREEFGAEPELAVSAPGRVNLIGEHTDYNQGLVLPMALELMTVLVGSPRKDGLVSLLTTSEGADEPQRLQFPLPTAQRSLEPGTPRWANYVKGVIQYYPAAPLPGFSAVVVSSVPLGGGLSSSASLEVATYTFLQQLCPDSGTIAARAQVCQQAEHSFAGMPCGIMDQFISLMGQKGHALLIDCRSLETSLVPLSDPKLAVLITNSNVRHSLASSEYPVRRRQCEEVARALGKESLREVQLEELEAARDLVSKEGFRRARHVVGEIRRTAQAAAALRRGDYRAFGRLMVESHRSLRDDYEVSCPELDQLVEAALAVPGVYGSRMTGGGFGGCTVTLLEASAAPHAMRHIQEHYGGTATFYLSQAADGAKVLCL
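The enzyme phosphorylates galactose (100 uM) using ATP (35 uM); inhibition is detected as higher residual ATP, quantified by bioluminescence after 1 h reaction at room temperature, pH 8.0.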
KCNH2 WT inh = blocks the wildtype human KCNH2 potassium channel; 340,000 compounds, 0.37% hits; activity change, % at 1.84 µM; Q12809; U2OS, BacMam KCNH2, thallium flux FluxOr; active compounds read low;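 active = maximum activity change below -70%; inconclusive = maximum activity change between -70% and -50%; inactive = maximum activity change above -50%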; also: % is scaled to controls: 0 for no effect and ±100 for the full control effect
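U2OS cells transduced with wild-type KCNH2 virus are loaded with FluxOr dye for 45 min, and thallium flux is measured in kinetic reads before and after stimulation buffer. Rate constants are normalized to DMSO controls.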
Numbers without * were called inactive; ? = inconclusive; / = not tested or not shown; & = joins results of further samples; [ ] = another dose, or the depositor's remark. Unless noted, calls follow the shape of the dose curve; as a rule, active = well fitted curve in the direction sought with a large enough effect; inconclusive = small, poorly fitted or top-dose-only effect, or another doubt; inactive = no such curve, though single readings can be large; an effect the other way counts as inactive or inconclusive. Rows are unselected; 1.6% or so of the library scored in one or more.

The first 5 records, ahead of the listing:
item	molecule	GALK inhibitor	FBPA coupling cs	KCNH2 WT inh	TCR act	TSHR antagonist	Giardia kill	CXXC DNA block	AT treatment	Tb PFK block	BCR signal inh
1	CN(C)c1ccc(C(C(=O)NC2CCCC2)N(Cc2cccnc2)C(=O)c2snc(C(N)=O)c2N)cc1 (stereo not given)	0%	2	-7	4%	15	-2	58%[activator]	2%	-3%	5%
2	CC(=O)Oc1ccc(N2C(=O)C3C(C2=O)C2C=CC3C23CC3)cc1[N+](=O)[O-] (stereo not given)	-2%	-1	/	4%	15	11	6%	1%	-3%	5%
3	Cc1nc(CN(C)C(=O)C2CCC(=O)N(CCc3cccc(F)c3)C2)cs1 (stereo not given)	-2%	/	-8	-1%	-13	-13	1%	1%	0%	-7%
4	O=C(c1cc(Cl)ccc1OCc1ccccc1)N1CCOCC1	1%	0	1	2%	0	13	3%	-3%	2%	-5%
5	CC1C2CC(C/C2=N/NC(=O)c2cccs2)C1(C)C (stereo not given)	-2%	1	0	-2%	21	3	-8%	-3%	3%	?

The whole of this part, previewed entries included:
item	molecule	GALK inhibitor	FBPA coupling cs	KCNH2 WT inh	TCR act	TSHR antagonist	Giardia kill	CXXC DNA block	AT treatment	Tb PFK block	BCR signal inh
1	CN(C)c1ccc(C(C(=O)NC2CCCC2)N(Cc2cccnc2)C(=O)c2snc(C(N)=O)c2N)cc1 (stereo not given)	0%	2	-7	4%	15	-2	58%[activator]	2%	-3%	5%
2	CC(=O)Oc1ccc(N2C(=O)C3C(C2=O)C2C=CC3C23CC3)cc1[N+](=O)[O-] (stereo not given)	-2%	-1	/	4%	15	11	6%	1%	-3%	5%
3	Cc1nc(CN(C)C(=O)C2CCC(=O)N(CCc3cccc(F)c3)C2)cs1 (stereo not given)	-2%	/	-8	-1%	-13	-13	1%	1%	0%	-7%
4	O=C(c1cc(Cl)ccc1OCc1ccccc1)N1CCOCC1	1%	0	1	2%	0	13	3%	-3%	2%	-5%
5	CC1C2CC(C/C2=N/NC(=O)c2cccs2)C1(C)C (stereo not given)	-2%	1	0	-2%	21	3	-8%	-3%	3%	?
6	O=[N+]([O-])c1cc(/C=N/N/C(=N/c2ccccn2)c2ccccn2)ccc1O	8%	-3	-5	-4%	6	-29	7%	-4%	2%	?
7	O=C(c1ccc(CS(=O)(=O)c2ccc(Br)cc2)o1)N1CCN(C2CCCCC2)CC1	2%	1	/	/	2	/	-3%	3%	-5%	3%
8	Cc1cc(C)n(C(C)CC(=O)N2CCc3ccccc32)n1 (stereo not given)	8%	-6	-4	0%	0	24	1%	0%	0%	6%

item	molecule	GALK inhibitor	FBPA coupling cs	KCNH2 WT inh	TCR act	TSHR antagonist	Giardia kill	CXXC DNA block	AT treatment	Tb PFK block	BCR signal inh
9	COc1cccc(NC(=O)C2CC(=O)OC23CCOC(C)(C)C3)c1 (stereo not given)	3%	3	-6	-1%	10	29	-1%	-13%	7%	0%
10	CC1CCN(S(=O)(=O)c2ccc3c(c2)oc(=O)n3C)CC1	2%	2	3	7%	9	-12	3%	0%	13%	4%
11	Cc1ccc2c(C)c(C(=O)N3CCCC(C(N)=O)C3)oc2c1C (stereo not given)	-4%	0	4	7%	8	21	-6%	19%	0%	-11%
12	CCOc1ccc(C2C(C(=O)OC)=C(C)N=C3SCCC(=O)N32)cc1OCC (stereo not given)	0%	3	0	6%	-13	0	4%	-1%	1%	-4%
13	COC(=O)c1ccc([C@H]2CC(=O)O2)cc1	/	1	-7	-2%	-5	7	-2%	-7%	2%	?
14	N#Cc1nc(-c2ccco2)oc1N1CCN(c2ccccc2)CC1	-1%	4	7	-1%	-16	-11	-17%	4%	0%	-1%
15	COc1ccc(NC(=O)CN(C)CC(=O)Nc2cccc(C(F)(F)F)c2)cc1	3%	-2	-13	6%	0	4	2%	-1%	1%	?
16	CNC(=O)c1c(NC(=O)c2ccc(S(=O)(=O)N(C)c3ccccc3)cc2)sc2c1CCN(C(C)C)C2	-6%	-5	-16	-3%	29	31[activator]	?	14%	4%	-1%

item	molecule	GALK inhibitor	FBPA coupling cs	KCNH2 WT inh	TCR act	TSHR antagonist	Giardia kill	CXXC DNA block	AT treatment	Tb PFK block	BCR signal inh
17	Cc1nc(C(F)(F)F)ccc1C(=O)NCC(O)c1ccccc1 (stereo not given)	-1%	1	-2	-4%	-3	-12	5%	5%	8%	-1%
18	Cc1ccccc1OCC(=O)OCC(=O)c1c[nH]c2ccccc12	/	/	-13	-1%	10	11	/	1%	0%	2%
19	O=C(c1ccccc1)N1CCN(S(=O)(=O)N2CCCCC2)CC1	1%	5	-2	3%	-3	10	4%	-1%	-5%	6%
20	CN(C)C(=O)c1cn(CCC#N)nc1-c1ccc2ccccc2c1	1%	-2	6	-4%	-2	2	3%	1%	-3%	0%
21	Cc1ccc(OCC(=O)Nc2cc(NC(=O)COc3ccc(C)cc3)cc(C(=O)O)c2)cc1	6%	10	1	-1%	-18	7	?	-14%	-2%	2%
22	COc1ccc(OC)c(S(=O)(=O)Nc2ccccc2C(=O)O)c1	0%	5	1	3%	14	-12	11%	3%	0%	9%
23	Cc1cccc(CSc2nnc(C)c(=O)n2N)c1	-3%	1	-14	-4%[46.1 µM]	-8	-4	8%	6%	0%	1%
24	CC(C)(C)C(=O)C(Cc1ccccc1Cl)n1cncn1 (stereo not given)	-3%	0	-1	0%	11	6	30%	4%	1%	?

item	molecule	GALK inhibitor	FBPA coupling cs	KCNH2 WT inh	TCR act	TSHR antagonist	Giardia kill	CXXC DNA block	AT treatment	Tb PFK block	BCR signal inh
25	CCOc1cccc(=O)c2c(C)n(Cc3ccccc3)c(C)c12	2%	0	/	-4%	-13	12	26%	6%	-1%	8%
26	Cc1ccc(S(=O)(=O)c2nc(S(=O)(=O)c3ccccc3)sc2N2CCN(CCO)CC2)cc1	-1%	1	4	-1%	1	-3	1%	-8%	2%	?
27	Cc1c(O)ccc(NC(=O)/C=C/c2ccccc2)c1C	-3%	-4	4	-2%	-4	-19	10%	-2%	-4%	?
28	Cc1ccc(CNC(=O)CCc2cn(C)c3ccccc23)cc1	-3%	2	-5	6%	-3	0	16%	-5%	-1%	0%&-4%
29	O=C(O)/C=C/C(=O)Nc1ccc(F)cc1F	/	8	-5	3%	6	-3	7%	-8%	10%	5%
30	COc1ccc(C2CC(c3cccs3)=NN2C(=O)CN2CCCCC2)cc1 (stereo not given)	-2%	0	11	8%	-5	-4	4%	-2%	1%	?
31	CCCCCCn1c(C)nc2c(c1=O)c1nc3ccccc3nc1n2/N=C/c1ccco1	1%	0	-3	3%	9	3	5%	-4%	-1%	?
32	COc1ccc(CCCC(=O)O)c(C)c1	-1%	1	2	-2%[46.1 µM]	1	24	3%	2%	-3%	?

item	molecule	GALK inhibitor	FBPA coupling cs	KCNH2 WT inh	TCR act	TSHR antagonist	Giardia kill	CXXC DNA block	AT treatment	Tb PFK block	BCR signal inh
33	O=[N+]([O-])c1cc(S(=O)(=O)Nc2ccc(Cl)cc2)ccc1N/N=C/c1ccncc1	1%	2	-11	-2%	-11	0	8%	2%	-1%	1%
34	CN(Cc1ccccc1F)c1ncnc2sccc12	0%	-1	-8	1%	-22	9	17%	-2%	-1%	?
35	Cc1ccc(S(=O)(=O)N2CCCCC2C(=O)Nc2nncs2)cc1 (stereo not given)	/	-9	17	1%	0	-23	-12%	2%	0%	0%
36	Cc1ccc(S(=O)(=O)N2CCOCC2)cc1NC(=O)Nc1ccc([N+](=O)[O-])cc1	/	/	4	2%	-6	-10	/	3%	11%	2%
37	CCCCOc1cccc(C2C(C(=O)c3ccc(C)o3)=C(O)C(=O)N2Cc2ccco2)c1 (stereo not given)	-1%	/	/	/	-8	/	0%	-1%	-8%	10%
38	Cc1ccc2c(c1)C(=O)C(=O)N2c1ccc(C(F)(F)F)cc1	/	/	0	-2%	-2	2	/	1%	-4%	8%
39	Cc1ccc(S(=O)(=O)Nc2ccccc2C(=O)NCc2cccnc2)cc1	-1%	12	9	-9%	-6	-11	-3%	11%	8%	?
40	COCCc1nn2c(=O)cc(COC(=O)c3cc(OC)c(OC)c(OC)c3)nc2s1	-1%	/	-3	8%	-2	54[activator]	11%	2%	1%	-11%

Some of the entries above in a different format:
Order of results: GALK inhibitor, FBPA coupling cs, KCNH2 WT inh, TCR act, TSHR antagonist, Giardia kill, CXXC DNA block, AT treatment, Tb PFK block, BCR signal inh
2) CC(=O)Oc1ccc(N2C(=O)C3C(C2=O)C2C=CC3C23CC3)cc1[N+](=O)[O-] (stereo not given)
    -2%, -1, /, 4%, 15, 11, 6%, 1%, -3%, 5%
3) Cc1nc(CN(C)C(=O)C2CCC(=O)N(CCc3cccc(F)c3)C2)cs1 (stereo not given)
    -2%, /, -8, -1%, -13, -13, 1%, 1%, 0%, -7%
